Screening data (PubChem BioAssay)
D1 ag = activates the human D1 dopamine receptor. P21728. 360,000 compounds, 1% hits. HEK293 T-REx D1 cells, calcium flux, agonist mode. activation, % at 2 µM. AID 504660; in the data active = activation above about 30%; also: 0% is about no effect
Target sequence (P21728 whole entry, looked up): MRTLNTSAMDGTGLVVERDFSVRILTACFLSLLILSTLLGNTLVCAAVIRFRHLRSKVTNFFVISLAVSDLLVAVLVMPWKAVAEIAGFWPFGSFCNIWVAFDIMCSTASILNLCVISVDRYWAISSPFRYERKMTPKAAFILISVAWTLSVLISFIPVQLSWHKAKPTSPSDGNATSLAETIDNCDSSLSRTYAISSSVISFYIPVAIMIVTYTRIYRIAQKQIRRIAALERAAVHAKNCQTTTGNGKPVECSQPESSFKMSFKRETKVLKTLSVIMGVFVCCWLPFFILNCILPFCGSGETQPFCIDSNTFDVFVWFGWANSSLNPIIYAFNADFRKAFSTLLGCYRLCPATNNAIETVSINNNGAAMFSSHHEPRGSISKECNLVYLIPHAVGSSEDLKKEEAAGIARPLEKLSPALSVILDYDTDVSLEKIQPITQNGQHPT
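Agonism was scored from calcium flux recorded over 180 s (1 read/s) after pintool compound addition, following a 10-cycle baseline. Cells were inducible force-coupled HEK293 TREx D1, plated overnight at 30 C and loaded with no-wash calcium dye.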
Vif-A3F inh = Vif-A3F binding inhibition; 390,000 compounds, 0.2% hits; HeLa A3F-eYFP + Vif (tagged APOBEC3F with the HIV-1 protein that degrades it), YFP fluorescence increase; AID 602313; Potency, µM (titrated, usually from 46.1 µM), for inactives: top-dose activity, negative = active; also: potency is read from the fitted curve at half-maximal effect; % of control where 0% means no effect; nearly all actives have a fitted effect of over 65% in size
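HeLa cells stably expressing A3F-eYFP plus Vif, plated and incubated overnight at 37 deg C, then exposed to compounds overnight at 37 deg C. Blocked degradation read as raised yellow fluorescence (Ex 488/Em 500-530).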
D1 antagonist = antagonists of human D1 dopamine receptor; 360,000 compounds, 3.2% hits; AID 504652; P21728; HEK293 TREx D1 cells, calcium flux, dopamine EC80; hits give low values; activity change, negative = inhibition, % at 10 µM; in the data active = activity change below about -30%; also: % is scaled to controls: 0 for no effect and ±100 for the full control effect
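Calcium flux readout: force-coupled, inducible Hek293 Trex D1 line, cells induced overnight at 30 C with tetracycline, dye-loaded 30–90 min at RT. Antagonism scored against EC80 dopamine challenge given 180 s after compound.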
Glioma ERSR ind = inducers of ER stress response in human glioma cells. 420,000 compounds, 0.02% hits. Potency, µM, for inactives: at the highest dose activation, most hits filed as activators. U87-MG GRP78 promoter luciferase reporter, 16 h. AID 602332; also: potency is read from the fitted curve at half-maximal effect; series mostly up to about 76 µM; % of control where 0% means no effect; nearly all actives have a fitted effect of over 35% in size
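Stably transfected U87-MG human glioma cells carrying a GRP78-based luminescent sensor were seeded at 1000 cells/well, pin-dosed with compounds and incubated 16 h. Luciferase reagent was then added, and end-point luminescence was read after 10 min at room temperature.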
D2 potentiator = positive allosteric modulators of human D2 dopamine receptor | potentiation, % at 10 µM | 340,000 compounds, 0.34% hits | HEK293 T-REx D2, calcium flux, EC20 dopamine potentiation | AID 485347;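 active = potentiation over 3 SD above the plate norm, cut at about 30% in these data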; also: 0% is about no effect
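Calcium flux readout, no-wash dye, 1 read/s. Inducible HEK293 Trex D2 line, overnight 30 C. Compound alone 180 s (agonist flags), then EC20 dopamine, another 180 s to score potentiation.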
D1 potentiator = enhances dopamine response at the human D1 receptor. P21728. potentiation, % at 10 µM. HEK293 TREx D1 cells, calcium flux, dopamine EC20 potentiation. 360,000 compounds, 0.036% hits. AID 504651; in the data active = potentiation above about 30%; also: 0% is about no effect
Vif-A3G inh = Vif-A3G binding inhibition; HeLa A3G-eYFP + Vif (tagged APOBEC3G with the HIV-1 protein that degrades it), YFP fluorescence, overnight; Potency, µM (titrated, usually from 46.1 µM), inactives show at the highest dose activity, negative = active, most hits filed as inhibitors; 410,000 compounds, 0.076% hits;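 also: potency is read from the fitted curve at half-maximal effect; % is scaled to controls: 0 for no effect and ±100 for the full control effect; nearly all actives have a fitted effect of over 60% in size; hits raise eYFP signal because A3G escapes Vif-driven loss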
Target sequence (Q9HC16 whole entry, looked up): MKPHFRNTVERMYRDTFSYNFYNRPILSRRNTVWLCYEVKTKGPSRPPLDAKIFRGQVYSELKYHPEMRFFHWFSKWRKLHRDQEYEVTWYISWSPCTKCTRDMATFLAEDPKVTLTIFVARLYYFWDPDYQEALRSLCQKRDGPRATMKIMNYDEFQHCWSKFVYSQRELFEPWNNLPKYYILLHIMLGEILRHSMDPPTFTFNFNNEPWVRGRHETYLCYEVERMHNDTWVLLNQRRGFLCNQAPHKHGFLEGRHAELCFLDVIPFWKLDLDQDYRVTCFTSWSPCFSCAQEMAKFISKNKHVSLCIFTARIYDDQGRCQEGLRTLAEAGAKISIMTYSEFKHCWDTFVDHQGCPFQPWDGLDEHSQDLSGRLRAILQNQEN
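HeLa cells stably expressing Vif and C-terminally eYFP-tagged A3G, seeded overnight at 37 deg C, then exposed to compound by pintool overnight at 37 deg C. Rise in yellow fluorescence (Ex 488/Em 500-530, Acumen) marks blocked Vif-driven A3G degradation.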
LDHA inh = inhibitors of human lactate dehydrogenase A | P00338 | purified LDHA, NADH/diaphorase-resazurin fluorescence; hits give low values | activity change, % (values are at about 110 or 230 µM) | 480,000 compounds, 0.15% hits | AID 1347041; in the data active = activity change below about -30%; inconclusive = mostly about -25% to -30%;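 also: plate controls were DMSO wells for no effect and wells without enzyme for full effect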
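Enzyme activity of human lactate dehydrogenase 5 (2 nM; 0.06 mM NADH, 0.2 mM pyruvate, 5 min, RT) is measured via a resazurin/diaphorase fluorescence readout of residual NADH.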
RXFP1 agonist = agonists of human relaxin receptor RXFP1; HEK293T-RXFP1 cAMP TR-FRET, 30 min; response scale: percent of porcine relaxin response, buffer zero; Potency, µM (top dose mostly 57.5 µM), for inactives: at the top dose activation, hits mostly activators; 370,000 compounds, 0.3% hits; AID 2676; also: potency is read from the fitted curve at half-maximal effect; % is scaled to controls: 0 for no effect and ±100 for the full control effect; nearly all actives have a fitted effect of over 60% in size; many of its hits are not listed in these tables
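cAMP rise read by TR-FRET after 30 min, 37C compound exposure (up to 58 uM) in RXFP1-transfected HEK293 cells with Ro 20174 present. EC50 from Hill-equation fits, with 29 nM porcine relaxin as 100% and buffer as basal.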
Numbers without * were called inactive; ? = inconclusive; / = no result given; & = joins results of further samples. Unless noted, calls follow the shape of the dose curve; as a rule, active = well fitted curve in the direction sought with a large enough effect; inconclusive = small, poorly fitted or top-dose-only effect, or another doubt; inactive = no such curve, though single readings can be large; an effect the other way counts as inactive or inconclusive. This is a subset; the hit share may differ from the screen's.

SMILES | D1 ag | Vif-A3F inh | D1 antagonist | Glioma ERSR ind | D2 potentiator | D1 potentiator | Vif-A3G inh | LDHA inh | RXFP1 agonist
COc1ccc2[nH]cc(CCNC(=O)CC[C@H]3O[C@@H](n4cc(C)c(=O)[nH]c4=O)C[C@@H]3O)c2c1 | / | 1.3% | / | -2.9% | / | / | -0.7% | 0.4 | /
CC1CCN(C(=O)COC(=O)C2CCN(S(=O)(=O)c3c(Cl)cccc3Cl)CC2)CC1 | 18.8 | -31.1% | -13.9 | -2.0% | 3.4 | -8.0 | 1.0% | 0.5 | -0.9%
O=C(Oc1ccc(-c2nnco2)cc1)N1CCOCC1 | 3.8 | / | 0.0 | -2.5% | 7.8 | -3.2 | -4.4% | -1.6 | 0.0%
CCCN(C(=O)c1cc(S(=O)(=O)N2CCCCCC2)ccc1OC)C1CCS(=O)(=O)C1 (stereo not given) | 3.2 | 9.4% | 10.5 | -3.6% | -3.8 | 0.1 | 2.6% | -5.4 | -0.5%
COc1ccccc1NC(=O)n1ncc2c(C)cccc21 | 0.0 | -5.4% | -10.9 | -1.8% | -0.1 | 0.6 | -0.8% | -0.8 | -1.1%
O=C(CN1C(=O)c2ccccc2S1(=O)=O)Nc1ccc(S(=O)(=O)N2CCCCC2)cc1 | 5.8 | 4.3% | 16.3 | -2.5% | -4.3 | -8.7 | 0.2% | 6.9&-3.1 | 1.4%
CC1(C)C(c2ccccc2)=NC(c2ccc(F)cc2)N1O (stereo not given) | 1.7 | -6.1% | 3.2 | -2.3% | 6.7 | -1.9 | -0.5% | -7.2 | 1.8%
Cc1ccc([C@@H]2C[C@H]3[C@@H](CN2S(=O)(=O)c2ccc(Cl)cc2)C(=O)C[C@@H](c2ccccc2)N3S(=O)(=O)c2ccc(C)cc2)cc1 | / | 0.5% | / | 2.2% | / | / | -3.4% | -4.8 | /
OCC[C@@H]1C[C@@H](O)[C@H](O)[C@]2(OCCc3ccccc32)O1 | 2.7 | 4.1% | -25.3 | -2.2% | -8.5 | -8.2 | 2.2% | -1.4 | -3.2%
CCOC(=O)N1CCC(NC(=O)c2ccc3nc(N4CCOCC4)sc3c2)CC1 | -1.9 | -9.6% | 9.1 | -2.4% | 26.3 | -5.2 | 1.4% | -4.3 | 0.5%
C/C=C(/C)C(=O)O[C@@H]1c2c(ccc3ccc(=O)oc23)O[C@@H]1C(C)(C)OC(=O)/C(C)=C\C | 2.1 | 3.6% | -4.3 | -4.4% | -3.9 | -0.9 | -1.8% | 0.9 | 1.3%
N#CCc1c(C#N)c(N)nc(N2CCN(S(=O)(=O)c3ccccc3F)CC2)c1C#N | 10.1 | -0.3% | 1.3 | -9.8% | 3.0 | -5.8 | -5.9% | -5.4 | 3.3%
CCC1(CC)Cc2ccccc2-c2nc(CCl)[nH]c(=O)c21 | 1.5 | -1.6% | -2.6 | 14.8% | 3.9 | -6.0 | -19.5% | -10.1 | 2.2%
O=[N+]([O-])c1cc(C(F)(F)F)ccc1N1CCN(CCO)CC1 | 5.4 | 8.6% | -5.1 | -4.8% | -0.8 | -1.8 | -0.1% | -1.3 | 0.8%
Cc1nnc(SCc2ccc([N+](=O)[O-])cc2)[nH]c1=O | 1.9 | 13.4% | 2.6 | -1.4% | 3.8 | -2.0 | 5.7% | -11.3 | -1.3%
Cc1ccc(CN(c2ccc(C(=O)NCc3cccnc3)cc2)S(C)(=O)=O)cc1 | 5.4 | -6.0% | -8.2 | -0.1% | -1.9 | -6.1 | 0.7% | -2.3 | -0.1%
CC(C)(C)c1ccc(C(=O)Nc2ccc3c(c2)C(=O)NC3=O)cc1 | 1.8 | 4.9% | 6.5 | -2.9% | -0.7 | -5.3 | 4.9% | 0.0 | 8.5%
CCn1nnc2cc(C(=O)NCCc3ccccc3F)ccc21 | 3.3 | 12.5% | 17.4 | -12.7% | 2.1 | -0.3 | 1.7% | -2.3 | 1.8%
O=C(Cc1ccc(F)cc1)Nc1cc(S(=O)(=O)N2CCOCC2)ccc1N1CCCCC1 | / | -4.7% | / | -2.7% | / | / | -0.7% | 1.4 | /
CC(C)(C)c1ccc(NC(=O)COC(=O)c2ccc3ncsc3c2)cc1 | 13.4 | 2.7% | -2.7 | -7.3% | 15.6 | 5.1 | 1.9% | -2.7 | -1.2%

2 entries from above in a different format.
Order of values: D1 ag	Vif-A3F inh	D1 antagonist	Glioma ERSR ind	D2 potentiator	D1 potentiator	Vif-A3G inh	LDHA inh	RXFP1 agonist
- CCC1(CC)Cc2ccccc2-c2nc(CCl)[nH]c(=O)c21
    1.5	-1.6%	-2.6	14.8%	3.9	-6.0	-19.5%	-10.1	2.2%
- O=[N+]([O-])c1cc(C(F)(F)F)ccc1N1CCN(CCO)CC1
    5.4	8.6%	-5.1	-4.8%	-0.8	-1.8	-0.1%	-1.3	0.8%

The list continues.
SMILES | D1 ag | Vif-A3F inh | D1 antagonist | Glioma ERSR ind | D2 potentiator | D1 potentiator | Vif-A3G inh | LDHA inh | RXFP1 agonist
CCCSc1cc(NCCOC(=O)CCC)c([N+](=O)[O-])c2nonc12 | 0.6 | -6.1% | -12.3 | -14.4% | -3.1 | 11.2 | -25.1% | 14.0 | 1.8%
CCOc1ccc(/C=C/c2nc(C#N)c(NCCCOC)o2)cc1 | 0.6 | -6.1% | -14.9 | -4.8% | 8.3 | -3.6 | ? | -0.3&1.8 | 6.6%
CCOc1ccc(N=Cc2ccc(N(C)C)cc2)c(O)c1 | / | 2.9% | / | 5.4% | / | / | -8.4% | 42.7 | /
C=CCOc1cccc(C2/C(=C(/O)c3ccc(F)cc3)C(=O)C(=O)N2CCN2CCOCC2)c1 (stereo not given) | 0.0 | -0.4% | 0.0 | -3.5% | 3.5 | -7.5 | -5.6% | 2.3 | 5.6%
Cc1csc(SCC(=O)NCCc2ccc(Cl)cc2)n1 | 0.1 | -12.1% | 0.9 | -2.5% | -2.8 | -2.5 | 0.0% | -7.8 | 3.2%
COc1ccc(N2C(=O)CS(=O)(=O)C23C(=O)N(Cc2ccccc2F)c2ccccc23)cc1Cl (stereo not given) | 8.6 | -1.4% | -8.6 | -3.2% | 4.4 | 1.9 | 2.6% | -1.7 | 0.6%
C/C=C/c1ccc(OCCCCOc2ccc(OC)cc2)c(OC)c1 | 5.1 | -3.1% | -1.0 | -1.5% | 1.5 | -4.0 | -0.7% | -0.6 | -0.7%
COc1ccc(CNC(=O)CSc2nnc(C)n2-c2ccc(F)cc2)cc1 | 2.4 | 6.6% | 20.3 | -2.6% | 0.7 | -3.9 | -8.9% | -7.0 | 0.4%
CCn1c(N)c(C(=O)NCc2ccco2)sc1=S | 1.8 | -3.3% | -5.6 | 0.7% | 4.8 | 0.1 | -5.9% | -7.6 | 0.0%
O=S(=O)(Nc1ccccc1N1CCCCC1)c1ccc(F)cc1 | 5.0 | -11.5% | -7.5 | -3.0% | 18.3 | -1.4 | -0.7% | 5.2 | 0.0%
O=C(Cn1c(=O)cnc2ccccc21)Nc1cccc(S(=O)(=O)N2CCCCC2)c1 | 0.6 | 10.0% | 6.6 | 0.9% | 7.7 | 0.6 | -1.7% | 0.0 | -0.9%
CC(C)=NNC(=O)c1c(O)c2ccccc2[nH]c1=O | 1.7 | -5.4% | 8.5 | -0.9% | 7.8 | -0.3 | -5.4% | 4.1 | -0.5%
CC(C)(C)c1ccc(NC(=S)NCc2cccnc2)cc1 | 13.7 | -8.7% | -23.7 | 1.8% | -5.8 | 0.4 | 5.4% | -5.8 | -3.6%
COc1cc(/C=C/C(=O)OCC(=O)NCCc2ccc(S(N)(=O)=O)cc2)ccc1OCC#N | 2.9 | 2.3% | 6.5 | 0.2% | 12.1 | -6.4 | -0.6% | 0.3 | 0.3%
CCOC(=O)CSc1nc2cc(C(=O)NCC3CCCO3)ccc2c(=O)n1Cc1ccco1 (stereo not given) | -0.3 | 0.0% | -7.0 | -3.5% | 5.7 | -7.8 | 0.8% | -1.6 | 1.1%
N#CC1C(=O)NC(=O)CC12CCCCC2 (stereo not given) | / | 4.2% | / | -1.6% | / | / | 1.6% | -1.9 | /
O=C1NC2(CCCCC2)C(=O)N1c1cccc(Cl)c1 | 0.3 | -7.0% | -3.2 | -2.1% | 7.9 | 2.5 | 3.3% | -1.7 | -0.1%
CC(=O)c1ccc(-n2cc(C#N)c(=O)[nH]c2=O)cc1 | -0.2 | 0.1% | 5.3 | -2.5% | -0.4 | 8.2 | 1.8% | -4.4 | 2.4%
CC(=O)N1c2ccccc2Nc2ccccc21 | 2.6 | -0.4% | -8.5 | -1.4% | -4.5 | -10.8 | -7.8% | -6.2 | 0.9%
CCCCC(=O)Nc1ccc(Cl)cc1F | / | 0.9% | / | 1.1% | / | / | 1.4% | 0.8 | /
C/C(=N\Nc1ccccc1)c1cc2ccccc2oc1=O | 0.7 | -11.2% | -1.1 | 5.6% | 8.9 | -5.7 | -1.0% | 0.7 | 2.9%
O=C(CCc1nnc(C2(c3ccc(Cl)cc3)CCC2)o1)NC1CC1 | 3.0 | -3.9% | 9.6 | 3.5% | 14.0 | -2.7 | -8.0% | -8.8 | 0.3%
Cc1occc1C(=O)NNC(=O)CN1C(=O)NC2(CCCCC2)C1=O | 4.2 | -2.4% | 8.5 | -6.8% | 7.1 | 5.2 | 3.8% | -3.6 | 2.2%
O=C(c1cc(C2CC2)on1)N1CCN(c2ccc(F)cc2)CC1 | 3.9 | 1.3% | -3.7 | -1.3% | 0.6 | -3.6 | 1.9% | 0.8 | 0.1%
O=C(Oc1ccccc1)c1cccc2cccnc12 | 0.3 | 5.7% | 22.8 | -3.1% | / | 10.4 | -12.8% | 11.2 | 0.6%
CC(=O)NC(C(=O)OCC(=O)N(c1ccccc1)c1ccccc1)C(C)C (stereo not given) | 0.6 | 1.3% | -8.6 | -4.5% | 3.4 | -4.2 | -4.3% | -1.7 | -0.9%
O=C(N/N=C/c1cccnc1)c1ccc(NC(=O)c2cccc(Cl)c2)cc1 | 1.6 | -32.7% | -18.0 | -1.9% | / | -2.1 | -1.2% | -8.7 | -2.7%
